# Assay outcomes from PubChem.
# CYP2C9 act: human CYP2C9 activators, primary screen, biochemical, luminescence. Cytochrome P450 2C9 (Homo sapiens), P11712. recombinant CYP2C9, luciferin-H conversion; stronger effect = higher value; factor 1 = untreated enzyme, 0 = blocked. activation factor at 5 µM. actives 1.4% (n = 96,000);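 active = activation factor of 2 or more for CYP2C9 at a 5 µM dose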;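 also: 0 = sulfaphenazole-blocked wells and 1 = vehicle-only wells; values of inactives mirror those of a sister screen read the other way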
# PLK1 inh: human PLK1 kinase inhibitors, primary screen, biochemical, TR-FRET | Serine/threonine-protein kinase PLK1 (Homo sapiens), P53350 | recombinant PLK1 kinase, TR-FRET peptide phosphorylation | inhibition, % at 10 µM | actives 0.53% (n = 97,000) | AID 619, 2007;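 active = inhibition of 50% or more in the single-concentration screen; inactive = inhibition below 50%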;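 also: 0% = DMSO max control and 100% = H-89 dihydrochloride min control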
# PTPN22 inh 2: PTPN22 phosphatase inhibitors, primary screen, biochemical, DiFMUP fluorescence, 2 µM | recombinant LYP catalytic domain | inhibition, % at 2 µM | actives 0.21% (n = 96,000) | AID 640, 2007;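 active = inhibition at 2 µM at or above a set limit, the screen mean plus 3 SD, cut at about 24% in these data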;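 also: 0% = DMSO with enzyme and 100% = enzyme fully blocked by orthovanadate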
# Target sequence (Q9Y2R2 whole entry, looked up, the tested form may be a part): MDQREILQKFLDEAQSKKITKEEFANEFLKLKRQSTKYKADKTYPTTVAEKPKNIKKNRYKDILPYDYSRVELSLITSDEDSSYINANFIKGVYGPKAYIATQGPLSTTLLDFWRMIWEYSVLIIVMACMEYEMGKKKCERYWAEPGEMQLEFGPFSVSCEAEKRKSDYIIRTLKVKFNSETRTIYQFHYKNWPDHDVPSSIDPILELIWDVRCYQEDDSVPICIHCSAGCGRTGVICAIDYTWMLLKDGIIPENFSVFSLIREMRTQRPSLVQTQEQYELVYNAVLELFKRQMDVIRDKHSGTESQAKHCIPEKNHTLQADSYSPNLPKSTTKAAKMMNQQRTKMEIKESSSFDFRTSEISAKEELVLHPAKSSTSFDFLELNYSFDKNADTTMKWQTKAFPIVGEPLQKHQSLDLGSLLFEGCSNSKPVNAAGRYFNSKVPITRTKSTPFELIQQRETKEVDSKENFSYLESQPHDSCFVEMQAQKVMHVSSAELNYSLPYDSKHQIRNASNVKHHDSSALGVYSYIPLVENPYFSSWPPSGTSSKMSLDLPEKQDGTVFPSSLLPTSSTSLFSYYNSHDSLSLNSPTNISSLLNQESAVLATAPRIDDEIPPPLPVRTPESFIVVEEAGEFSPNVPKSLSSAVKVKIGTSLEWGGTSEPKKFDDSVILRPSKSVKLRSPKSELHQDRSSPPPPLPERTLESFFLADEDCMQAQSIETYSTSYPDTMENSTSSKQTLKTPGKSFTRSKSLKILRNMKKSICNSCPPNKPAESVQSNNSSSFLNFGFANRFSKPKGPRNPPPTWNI
# Plk1 PBD FP: Plk1 polo box domain binding inhibitors, primary screen, biochemical, fluorescence polarization; inhibition, %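 (tested at about 20 µM)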; actives 0.13% (n = 97,000); Plk1 PBD phosphopeptide binding; AID 693, 2007; Serine/threonine-protein kinase PLK1 (Homo sapiens), P53350; in the data active = inhibition above about 34%, passing the limit was not always enough
# CYP2C9 inh: blockers of cytochrome P450 2C9 activity – biochemical, luminescence, ADME assay, primary screen | P11712 | CYP2C9 Supersomes, luciferin-H conversion | inhibition, % at 5 µM | actives 20% (n = 96,000);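 active = blocking of liver enzyme CYP2C9 beyond about 50% at 5 µM, limit read from the data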; also: values of inactives mirror those of a sister screen read the other way
# HIV Rev-RRE inh: HIV-1 Rev-RRE binding inhibitors, primary screen, biochemical, FRET, protein-RNA interaction | actives 0.79% (n = 97,000) | P05866 | AID 704, 2007 | Rev peptide-RRE RNA binding | inhibition, % at 8 µM;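 active = inhibition above the screen-wide mean plus 3 SD, cut at about 35% in these data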;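 also: 0% = median DMSO wells and 100% = median Neomycin B control wells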
# Target sequence (P05866 whole entry, looked up): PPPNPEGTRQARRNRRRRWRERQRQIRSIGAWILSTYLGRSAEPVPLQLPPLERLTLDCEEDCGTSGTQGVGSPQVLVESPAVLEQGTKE
#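 Test system: labelled RRE RNA duplex and labelled Rev peptide. Times: 5 min compound–RNA preincubation, then 15 min with peptide, 25 °C. Doses: single-dose 8 µM. Measured by: FRET, excitation 480 nm, emission 540 nm donor and 671 nm acceptor. Measure: % inhibition of FRET ratio versus controls.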
# EphB4 ephrin blk: EphB4-ephrin-B2 interaction antagonists, primary screen, biochemical, TNYL-RAW peptide probe, fluorescence polarization; Ephrin type-B receptor 4 (Homo sapiens), P54760; EphB4 LBD / TNYL-RAW-Alexa532 peptide; inhibition, % at 7 µM; actives 0.15% (n = 97,000); AID 720, 2007;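 active = inhibition above the screen-wide mean inhibition plus 3 SD, cut at about 15% in these data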;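 also: 0% = DMSO wells and 100% = excess unlabeled TNYL-RAW peptide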
# LYP act: LYP phosphatase activators, primary screen, biochemical, DiFMUP fluorescence, 2 µM; Tyrosine-protein phosphatase non-receptor type 22 (Homo sapiens), Q9Y2R2; activation, % at 2 µM; recombinant LYP; 0 = plate median, 100 = signal doubled; actives 0.11% (n = 96,000);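 active = activation at 2 µM above a set limit, the mean plus 5 SD, cut at about 37% in these data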
# Candida biofilm: clotrimazole potentiators killing Candida biofilms, primary screen, with clotrimazole, Alamar Blue. inhibition, % at 6 µM. actives 0.14% (n = 85,000). C. albicans biofilm + clotrimazole. AID 834, 2007;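 active = inhibition above 20%; inactive = inhibition below 20%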;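 also: preformed 24 hr biofilms exposed to compound for 48 hr; 0% = biofilm without compound and 100% = blank killed by clotrimazole plus chlorhexidine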
# Active calls of the source: *; · = no result given.
# The opening 12 records (preview)
SMILES,CYP2C9 act,PLK1 inh,PTPN22 inh 2,Plk1 PBD FP,CYP2C9 inh,HIV Rev-RRE inh,EphB4 ephrin blk,LYP act,Candida biofilm
Cc1ccc(NC2CC(=O)N(Cc3ccccc3)C2=O)cc1 (stereo not drawn),1.5,-7,-22,-13,-46,2,-5,21,7
CCC(C)(C)n1nnnc1C(c1ccc(C)cc1)N1CCSCC1 (stereo not drawn),0.8,-5,2,11,19,2,-5,0,8
COc1ccc(-c2ccc(Nc3ccc(C(=O)N4CCOCC4)cc3)nn2)cc1OC,·,-11,-13,9,·,10,2,12,7
O=C(c1cccc(F)c1)N1CCN(CC2CC3C=CC2C3)CC1 (stereo not drawn),0.7,-2,-7,13,32,-4,5,5,-4
O=C(COC(=O)[C@H](Cc1c[nH]c2ccccc12)NC(=O)c1ccc(Cl)cc1)Nc1ccc2c(c1)OCO2,0,-8,1,-36,98*,2,5,1,5
Cc1occc1C(=O)NC1CCCc2ccccc21 (stereo not drawn),0.5,-7,8,24,47,-1,-7,-8,7
CC(=O)Nc1ccc(S(=O)(=O)Nc2ccc(NC(=O)c3ccco3)cc2)cc1,0.8,-17,-4,-14,20,4,5,7,-2
CCCCOC(=O)Nc1ccccc1C(=O)OC,0.9,-10,1,5,8,2,-3,-4,6
CCCCCCn1c(CN2CCCCC2)nc2c1c(=O)n(C)c(=O)n2C,·,-10,-8,-13,·,4,-4,8,5
Clc1nc(-c2ccccc2)cc(-c2ccc(Br)cc2)n1,·,-68,-2,-19,·,8,2,4,·
Cc1cc2c(C)c(C)c(=O)[nH]c2cc1N,1,10,-11,14,0,9,3,8,11
COc1ccc(C(=O)CSc2nc(SC)ns2)cc1OC,1,-6,-13,-12,-2,2,6,10,7

# Main list (from the top)
SMILES,CYP2C9 act,PLK1 inh,PTPN22 inh 2,Plk1 PBD FP,CYP2C9 inh,HIV Rev-RRE inh,EphB4 ephrin blk,LYP act,Candida biofilm
Cc1ccc(NC2CC(=O)N(Cc3ccccc3)C2=O)cc1 (stereo not drawn),1.5,-7,-22,-13,-46,2,-5,21,7
CCC(C)(C)n1nnnc1C(c1ccc(C)cc1)N1CCSCC1 (stereo not drawn),0.8,-5,2,11,19,2,-5,0,8
COc1ccc(-c2ccc(Nc3ccc(C(=O)N4CCOCC4)cc3)nn2)cc1OC,·,-11,-13,9,·,10,2,12,7
O=C(c1cccc(F)c1)N1CCN(CC2CC3C=CC2C3)CC1 (stereo not drawn),0.7,-2,-7,13,32,-4,5,5,-4
O=C(COC(=O)[C@H](Cc1c[nH]c2ccccc12)NC(=O)c1ccc(Cl)cc1)Nc1ccc2c(c1)OCO2,0,-8,1,-36,98*,2,5,1,5
Cc1occc1C(=O)NC1CCCc2ccccc21 (stereo not drawn),0.5,-7,8,24,47,-1,-7,-8,7
CC(=O)Nc1ccc(S(=O)(=O)Nc2ccc(NC(=O)c3ccco3)cc2)cc1,0.8,-17,-4,-14,20,4,5,7,-2
CCCCOC(=O)Nc1ccccc1C(=O)OC,0.9,-10,1,5,8,2,-3,-4,6
CCCCCCn1c(CN2CCCCC2)nc2c1c(=O)n(C)c(=O)n2C,·,-10,-8,-13,·,4,-4,8,5
Clc1nc(-c2ccccc2)cc(-c2ccc(Br)cc2)n1,·,-68,-2,-19,·,8,2,4,·
Cc1cc2c(C)c(C)c(=O)[nH]c2cc1N,1,10,-11,14,0,9,3,8,11
COc1ccc(C(=O)CSc2nc(SC)ns2)cc1OC,1,-6,-13,-12,-2,2,6,10,7
COC(=O)c1c(-c2cccs2)csc1NC(=O)CSc1ncnc2sc(C)c(C)c12,0.2,-10,15,-3,76*,7,7,-13,·
Cc1nc(SCC(=O)N2CCN(C(=O)c3ccco3)CC2)c2c(C)c(C)sc2n1,0.3,-17,1,6,73*,10,4,-5,·
Cc1ccc(-c2nn(C)c(=O)c3ccccc23)cc1S(=O)(=O)NCCN1CCOCC1,0.7,2,0,-22,30,1,-4,-2,8
O=C(N/N=C/c1cn(-c2ccccc2)nc1-c1ccc(F)cc1)c1ccc(Br)o1,0.6,-5,4,16,35,-3,2,1,·
CCCC(C)C1C(C#N)=C(N)Oc2cc(C)oc(=O)c21 (stereo not drawn),·,-9,0,-12,·,6,6,0,-1
O=C(NCCCN1CCCC1)Nc1cccc2ccccc12,0.9,-4,1,4,12,4,-1,-2,4
Cc1ccc(N2CC(C(=O)N3CCc4ccccc43)CC2=O)cc1 (stereo not drawn),0.7,-18,3,-5,25,3,-5,-5,8
COc1ccc(OC)c(-c2cc(C(=O)Nc3c(C)nn(Cc4ccccc4)c3C)no2)c1,1.2,-3,6,-22,-19,2,3,-8,3
O=C(CCCOc1ccccc1)N1CCN(C(=O)c2ccco2)CC1,0.7,-2,-6,5,32,1,-3,9,1
Cc1[nH]n(-c2ccccc2)c(=O)c1C1(C(F)(F)F)C(=O)N(c2ccccc2)C2=C1C(=O)CC(C)(C)C2 (stereo not drawn),0.3,-4,-8,8,73*,-5,-4,6,·
COc1ccc(N2C(=O)C3CCCN3C2c2cc(OC)c(OC)c(OC)c2)cc1 (stereo not drawn),0.6,-4,3,11,36,2,-6,-6,2
O=S1(=O)CCC(N=Cc2cc(Br)ccc2O)C1 (stereo not drawn),1.1,2,3,7,-8,12,6,0,0
COc1ccc(CC(C)N2CCN(c3ccccc3)CC2)cc1OC (stereo not drawn),1.2,-6,13,11,-16,2,-3,-14,6
Cc1cccc2cc(CN(Cc3ccc(F)cc3)C(=O)N3CCOCC3)c(=O)[nH]c12,·,-12,3,-17,·,8,-3,-4,0
O=C(CSC1=NCCS1)Nc1nc2c(s1)CCCC2,0.8,-6,4,-3,23,2,-8,-3,8
O=C(Nc1cccc(F)c1)c1ccc(S(=O)(=O)NCC2CCCO2)cc1 (stereo not drawn),0.4,4,6,-9,56*,0,-6,-8,0
O=C(CSc1nc2ccccc2[nH]1)NC1CCS(=O)(=O)C1 (stereo not drawn),1.1,-13,-6,-7,-6,11,-1,5,·
CCC(C)Nc1nc2c(c(=O)[nH]c(=O)n2C)n1CCC(C)C (stereo not drawn),·,-3,-6,-14,·,3,6,1,7

# Three entries already listed, ordered by molar mass, highest first:
SMILES,CYP2C9 act,PLK1 inh,PTPN22 inh 2,Plk1 PBD FP,CYP2C9 inh,HIV Rev-RRE inh,EphB4 ephrin blk,LYP act,Candida biofilm
O=C(N/N=C/c1cn(-c2ccccc2)nc1-c1ccc(F)cc1)c1ccc(Br)o1,0.6,-5,4,16,35,-3,2,1,·
Cc1ccc(-c2nn(C)c(=O)c3ccccc23)cc1S(=O)(=O)NCCN1CCOCC1,0.7,2,0,-22,30,1,-4,-2,8
O=C(CSc1nc2ccccc2[nH]1)NC1CCS(=O)(=O)C1 (stereo not drawn),1.1,-13,-6,-7,-6,11,-1,5,·

# (next part)
SMILES,CYP2C9 act,PLK1 inh,PTPN22 inh 2,Plk1 PBD FP,CYP2C9 inh,HIV Rev-RRE inh,EphB4 ephrin blk,LYP act,Candida biofilm
Oc1c(C=Nc2cccc3nsnc23)ccc2ccccc12,1.2,12,-1,-35,-15,16,7,3,-1
CC1CCN(C(=O)Cn2c(=O)n(CCc3ccccc3)c(=O)c3ccccc32)CC1,0.6,-1,-8,-14,39,1,-6,3,7
COC(=O)Nc1nc2c(C)cccc2s1,0.9,-7,-6,-9,13,8,5,6,3
COc1ccc2c(c1)C(C)=CC(C)(C)N2C(=O)CNCc1ccc2c(c1)OCO2,0.2,-8,11,-2,78*,13,-3,-13,6
O/N=C(\c1ccc(Cl)cc1Cl)c1ncc(C(F)(F)F)cc1Cl,0.3,-7,3,-4,74*,21,-1,-2,-1
C=CCSc1nnc(-c2ccc(Cl)cc2Cl)o1,0.7,-6,5,-22,32,8,0,-9,-1
CC(C)OP(=O)(c1ccc(N(C)C)cc1)C(O)c1ccccc1F (stereo not drawn),·,-7,-5,-13,·,3,2,8,5
COCc1cc(Sc2ccc(Cl)cc2)nc(-c2ccccc2)n1,1.1,-9,3,6,-6,19,3,-1,·
COc1ccc(OC)c(C(c2nnnn2C2CCCC2)N2CCN(c3ccc(F)cc3)CC2)c1 (stereo not drawn),0.4,-8,-22,-3,63*,5,1,20,6
Cn1c(=O)c(=O)n(C)c2cc(S(=O)(=O)N3CCN(Cc4ccccc4)CC3)ccc21,0.5,-10,-6,-20,51*,3,3,4,-2
CC(=O)NC(Cc1c[nH]c2ccccc12)C(=O)OCC(=O)Nc1cc(C)on1 (stereo not drawn),0.2,-10,9,30,84*,8,-8,-5,9
COc1cc(OC)cc(C(=O)Nc2cccc(C(C)=O)c2)c1,0.2,-4,-7,27,76*,-2,-3,9,9
O=C(Nc1ccc(N2CCN(C(=O)c3ccccc3)CC2)c(Cl)c1)c1ccc(Br)o1,0.5,9,5,7,51*,9,-2,-7,·
O=c1c2ccccc2c(C=NCCc2ccccc2)c(O)n1Cc1ccccc1,0.2,-10,11,-4,77*,8,4,-8,3
CCOC(=O)C(C(C)=O)=C1SC2CS(=O)(=O)CC2S1 (stereo not drawn),1.2,-4,10,22,-23,7,2,-10,8
O=C(Nc1nc2ccccc2[nH]1)c1ccc(F)cc1,0.9,-8,0,-20,14,0,0,-3,6
O=C(Oc1cccc2c(OC(=O)N3CCOCC3)cccc12)N1CCOCC1,1,-2,-12,-1,2,-4,-11,10,5
Cc1ccc(C)c(N2CCN(C(=O)c3ccc(NS(=O)(=O)c4c(C)noc4C)cc3)CC2)c1,0,-8,-5,33,97*,-4,2,3,·
O=C(Nc1cccc(Cl)c1Cl)c1ccc(-c2ccccc2)cc1,1.4,-4,5,-27,-36,4,-1,-3,·
COc1ccccc1-c1ccc(NC2CCCC2)nn1,·,-11,0,-3,·,6,-3,0,7
CN(C)c1ccc(-c2noc(C3CCN(S(=O)(=O)c4cccc(C(=O)O)c4)CC3)n2)cc1,0.7,-6,-4,9,33,3,8,2,1
CCOCCn1c(SCc2cccc(C)c2)nc2c1c(=O)[nH]c(=O)n2C,0.6,-9,2,10,44,2,0,-6,6
O=C(OCC(CO)OC(CO)n1ccc(=O)[nH]c1=O)c1ccccc1 (stereo not drawn),1.1,-2,-4,24,-9,1,-5,3,1
Cc1cccc2sc(NC(=O)CSCc3ccccc3)nc12,0.8,4,-9,11,22,4,8,8,50*
CN1CCN(c2ccccc2NC(=O)c2cc(Br)ccc2Cl)CC1,0.9,-6,10,-20,10,4,-8,-8,4
CC(=O)NC1CSCC1OC(C)=O (stereo not drawn),1.2,-5,-11,0,-20,8,4,8,4
COc1ccccc1N1CCN(C(=O)CSc2nc(C)c(Cc3ccccc3)c(=O)[nH]2)CC1,0.7,-2,15,22,26,3,9,-13,4
Cc1ccc(-n2ncc3c(=O)n(CC(=O)NCc4ccco4)cnc32)cc1,·,-10,-3,14,·,1,7,-2,9
